IDH1 mut inh: inhibitors of human IDH1 R132H; O75874; IDH1 R132H reductase, diaphorase/resazurin fluorescence, 60 min; inhibition, % at 10 µM; 70,000 compounds, 0.18% hits; AID 624101; in the data active means inhibition above about 34%; inconclusive means no clear call, values can overlap the other calls; inactive means below about 11%;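 further: 0% = DMSO and 100% = no enzyme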
PRC2 inh: inhibitors of human EZH2/PRC2 methyltransferase; 57,000 compounds, 0.35% hits; PRC2 H3K27 methylation, DELFIA TRF, 1 h; Q15910; inhibition, % at 12.5 µM;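 active means mean inhibition of replicates at least 50% and every single replicate also reaching 50%; inconclusive means mean inhibition at least 50% but some replicate falls below 50%; inactive means mean inhibition under 50%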;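 further: dimethyl H3K27 on biotinylated H3 21-44 peptide detected by antibody; plate controls were median neutral control wells for no effect and median positive control wells for full effect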
Target sequence (Q15910 whole entry, looked up): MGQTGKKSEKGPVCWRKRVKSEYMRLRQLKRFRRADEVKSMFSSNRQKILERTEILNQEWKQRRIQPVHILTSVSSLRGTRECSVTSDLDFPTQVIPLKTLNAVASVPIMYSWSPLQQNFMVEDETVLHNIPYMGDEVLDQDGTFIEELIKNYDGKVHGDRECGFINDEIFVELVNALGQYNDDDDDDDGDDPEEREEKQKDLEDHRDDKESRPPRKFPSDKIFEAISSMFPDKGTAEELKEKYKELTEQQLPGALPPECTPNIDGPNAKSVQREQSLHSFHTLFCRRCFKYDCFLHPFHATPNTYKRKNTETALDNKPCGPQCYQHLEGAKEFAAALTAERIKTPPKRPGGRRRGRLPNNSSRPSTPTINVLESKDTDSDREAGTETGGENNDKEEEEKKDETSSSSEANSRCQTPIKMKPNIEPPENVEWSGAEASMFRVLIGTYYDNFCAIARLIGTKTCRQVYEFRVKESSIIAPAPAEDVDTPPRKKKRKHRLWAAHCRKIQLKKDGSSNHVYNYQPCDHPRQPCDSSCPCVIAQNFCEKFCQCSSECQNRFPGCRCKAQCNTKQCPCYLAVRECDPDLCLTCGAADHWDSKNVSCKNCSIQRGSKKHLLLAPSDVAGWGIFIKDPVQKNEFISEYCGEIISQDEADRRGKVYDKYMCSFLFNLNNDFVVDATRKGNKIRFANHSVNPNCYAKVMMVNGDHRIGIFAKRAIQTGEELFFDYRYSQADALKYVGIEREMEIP
An asterisk follows results filed as active; ? = inconclusive; . = not tested or not shown; & = joins results of further samples.

Structure	IDH1 mut inh	PRC2 inh
CN(C)c1ccc2c(c1)[C@@H]1C[C@H](CC(=O)NCCN3CCCCC3)O[C@@H](CO)[C@@H]1O2	-15	4
C[C@H](CO)N1C[C@H](C)[C@H](CN(C)C(=O)Nc2ccc3c(c2)OCO3)Oc2ccc(NC(=O)C3CCCCC3)cc2C1=O	.	-10
C[C@@H]1CN([C@H](C)CO)C(=O)Cc2cc(NS(=O)(=O)c3cccs3)ccc2O[C@H]1CN(C)C(=O)NC1CCCCC1	0.3	.
C[C@@H]1CN([C@@H](C)CO)C(=O)c2cc(C#C[C@@H](C)O)cnc2O[C@@H]1CN(C)Cc1cccc(C(=O)O)c1	.	6
COCC(=O)N(C)C[C@@H]1Oc2cc(-c3ccc(C)cc3)ccc2S(=O)(=O)N([C@@H](C)CO)C[C@@H]1C	-2.6	6
C[C@@H]1CCCCO[C@H](CN(C)Cc2ccc(C(F)(F)F)cc2)[C@@H](C)CN([C@H](C)CO)C(=O)c2cc(NC(=O)CCCCCC(=O)Nc3ccccc3N)ccc2O1	.	-15
COc1ccc(S(=O)(=O)Nc2ccc3c(c2)C(=O)N([C@H](C)CO)C[C@H](C)[C@H](CN(C)Cc2ccc(C(=O)Nc4ccccc4N)cc2)O3)cc1	0.0	-6
O=C(C[C@@H]1CC[C@H](NS(=O)(=O)c2ccc(F)cc2)[C@@H](CO)O1)N1CCN(c2ccccc2)CC1	0.0	3
NC(=O)Nc1ccc2[nH]ncc2c1	0.6	-15
O=C(CCN1CCCCC1)NCC[C@@H]1CC[C@@H](NC(=O)c2ccc(F)cc2)[C@H](CO)O1	0.0	8
Cc1noc(C)c1S(=O)(=O)Nc1ccc2c(c1)C(=O)N([C@@H](C)CO)C[C@H](C)[C@@H](CN(C)C(=O)Nc1ccc(C(F)(F)F)cc1)OCCCC[C@H](C)O2	2.8	.
Cc1noc(C)c1NC(=O)N(C)C[C@@H]1Oc2ccc(NC(=O)C3CCCCC3)cc2CC(=O)N([C@H](C)CO)C[C@@H]1C	-0.7	0
CCCC#Cc1cnc2c(c1)C(=O)N([C@@H](C)CO)C[C@@H](C)[C@H](CN(C)C(=O)Cc1cccnc1)O2	-1.5	.
COc1ccc(NC(=O)Nc2ccc3c(c2)CC(=O)N([C@H](C)CO)C[C@@H](C)[C@H](CN(C)CC2CC2)O3)cc1	1.8	.
O=C(O)CSc1nnc(-c2ccc(Cl)cc2)n1-c1ccccc1	12	-12
COc1ccc(CN(C)C[C@@H]2OCCCC[C@H](C)Oc3ccc(NC(=O)c4ccncc4)cc3C(=O)N([C@@H](C)CO)C[C@H]2C)cc1	3.7	.
COC(=O)c1ccc(C)c(NC(=O)CN2C(=O)c3ccccc3S2(=O)=O)c1	0.1	3
C[C@@H]1CN([C@H](C)CO)S(=O)(=O)c2ccc(C3=CCCC3)cc2O[C@H]1CN(C)S(=O)(=O)c1cn(C)cn1	-4.7	.
CO[C@@H]1CN(C)C(=O)c2cc(NC(=O)C3CCCCC3)ccc2OC[C@H](C)N(C)C[C@H]1C	0.5	-3
CO[C@@H](CN(C)Cc1cc(F)ccc1F)[C@H](C)CN([C@H](C)CO)S(=O)(=O)c1ccc(C)cc1	-0.9	5
CO[C@@H]1CN(C)C(=O)c2ccc(NS(=O)(=O)c3ccccc3)cc2OC[C@@H](C)N(C(=O)NC(C)C)C[C@H]1C	-0.2	0
C[C@H]1CN([C@@H](C)CO)C(=O)c2cc(NC(=O)C3CCCCC3)ccc2O[C@@H]1CN(C)Cc1ccncc1	5.0	12
C[C@@H]1CN([C@H](C)CO)C(=O)CCCn2nncc2CO[C@H]1CN(C)C(=O)Nc1cccc2ccccc12	1.0	.
CN(C)C(=O)C[C@@H]1CC[C@@H](NC(=O)C2CCOCC2)[C@H](CO)O1	0.1	5
C[C@@H]1CN([C@H](C)CO)C(=O)c2cc(-c3ccccc3)cnc2O[C@H]1CN(C)C(=O)c1cccc(F)c1	0.0	-22

Looked up by structure from above, two records:
Structure	IDH1 mut inh	PRC2 inh
Cc1noc(C)c1NC(=O)N(C)C[C@@H]1Oc2ccc(NC(=O)C3CCCCC3)cc2CC(=O)N([C@H](C)CO)C[C@@H]1C	-0.7	0
COc1ccc(S(=O)(=O)Nc2ccc3c(c2)C(=O)N([C@H](C)CO)C[C@H](C)[C@H](CN(C)Cc2ccc(C(=O)Nc4ccccc4N)cc2)O3)cc1	0.0	-6

More structures
Structure	IDH1 mut inh	PRC2 inh
COCC#Cc1ccc2c(c1)O[C@H](CN(C)C(=O)C1CCC1)[C@H](C)CN([C@H](C)CO)S2(=O)=O	.	-8
CO[C@@H]1CN(C)C(=O)c2cc(NC(=O)Nc3ccc(F)cc3)ccc2OC[C@@H](C)N(C(=O)c2cnccn2)C[C@H]1C	0.3	-3
C[C@@H]1CN([C@@H](C)CO)C(=O)c2cc(-c3ccc(C#N)cc3)cnc2O[C@@H]1CN(C)C(=O)Nc1ccccc1	5.8	-20
Cc1ccc(S(=O)(=O)Nc2cccc3c2O[C@H](CN(C)C(=O)NC2CCCCC2)[C@H](C)CN([C@H](C)CO)C3=O)cc1	.	-9
COc1cccc(-c2cnc3c(c2)C(=O)N([C@@H](C)CO)C[C@@H](C)[C@@H](CN(C)Cc2ccc(F)cc2)O3)c1	-0.4	4
Cc1ccccc1S(=O)(=O)NCC[C@H]1CC[C@@H](NC(=O)C2CCOCC2)[C@@H](CO)O1	-0.1	5
Cc1noc(C)c1S(=O)(=O)Nc1ccc2c(c1)CC(=O)N([C@H](C)CO)C[C@H](C)[C@H](CN(C)C(=O)Nc1ccccc1)O2	0.9	.
Cc1noc(C)c1NC(=O)N(C)C[C@H]1Oc2ccc(NC(=O)CCC(F)(F)F)cc2CC(=O)N([C@H](C)CO)C[C@@H]1C	0.4	2
CCN(CC)CCNC(=O)c1cc(S(C)(=O)=O)ccc1OC	-0.7	.
CCCN1C[C@@H](C)[C@H](OC)CN(C)C(=O)c2cc(NS(=O)(=O)c3ccccc3)ccc2OC[C@@H]1C	0.1	0
O=C(Nc1cccc(Cl)c1)N[C@H]1CC[C@H](CCNC(=O)C2CCC2)O[C@H]1CO	0.1	0
C[C@H](CO)N1C[C@H](C)[C@H](CN(C)CC2CC2)Oc2ccc(NS(=O)(=O)c3ccccc3)cc2C1=O	-0.2	12
COc1ccc(NC(=O)N(C)C[C@H]2Oc3ccc(NS(=O)(=O)c4c(C)noc4C)cc3CC(=O)N([C@@H](C)CO)C[C@H]2C)cc1	0.8	.
O=C(CCN1CCCCC1)N[C@H]1CC[C@H](CCn2cc(-c3cccc(F)c3)nn2)O[C@@H]1CO	-0.2	0
Cc1ccc(O)c(/C=N/NC(=O)c2cccc(C(=O)NO)c2)c1	-0.2	-4
CCC(=O)Nc1ccc2c(c1)C(=O)N(C)C[C@H](OC)[C@@H](C)CN(CC1CCCCC1)[C@H](C)CO2	0.0	-12
C[C@@H]1CN([C@H](C)CO)S(=O)(=O)c2ccc(-c3ccncc3)cc2O[C@@H]1CN(C)S(=O)(=O)c1ccccc1F	-0.3	-3
C[C@@H]1CN([C@@H](C)CO)C(=O)c2c(c3ccccc3n2C)-c2ccccc2CO[C@@H]1CN(C)C(=O)[C@@H](Cc1ccccc1)N(C)C	0.0	-11
CC(C)CC#Cc1ccc2c(c1)O[C@@H](CN(C)Cc1cncnc1)[C@@H](C)CN([C@@H](C)CO)S2(=O)=O	0.8	-16
CC(C)NC(=O)N(C)C[C@H]1Oc2cc(C#Cc3ccc(F)cc3)ccc2S(=O)(=O)N([C@H](C)CO)C[C@H]1C	-1.2	14&8
C[C@H](C[C@@H](O)[C@](C)(O)[C@H]1CC[C@@]2(O)C3=CC(=O)[C@@H]4C[C@@H](O)[C@@H](O)C[C@]4(C)C3CC[C@]12C)C(C)(C)O (some centres undefined)	1.3	-5
COC(=O)c1c(NC(=O)C2CC=CCC2C(=O)O)sc2c1CCC(c1ccccc1)C2 (centres undefined)	-0.3	43
C[C@@H]1CN([C@H](C)CO)C(=O)Cc2cc(NC(=O)Nc3ccc(F)cc3)ccc2O[C@@H]1CN(C)S(=O)(=O)c1ccccc1	-0.1	.
COc1ccc(S(=O)(=O)N(C)C[C@@H]2Oc3ccc(NC(=O)NC4CCCCC4)cc3CC(=O)N([C@@H](C)CO)C[C@@H]2C)cc1	0.4	.
CO[C@H]1CN(C)C(=O)c2cc(NS(=O)(=O)c3ccccc3C)ccc2OC[C@H](C)NC[C@@H]1C	-0.1	-43

Single records, from the list above:
`COc1ccc(NC(=O)N(C)C[C@H]2Oc3ccc(NS(=O)(=O)c4c(C)noc4C)cc3CC(=O)N([C@@H](C)CO)C[C@H]2C)cc1` is entered as IDH1 mut inh = 0.8; PRC2 inh = .
`COc1cccc(-c2cnc3c(c2)C(=O)N([C@@H](C)CO)C[C@@H](C)[C@@H](CN(C)Cc2ccc(F)cc2)O3)c1` is entered as IDH1 mut inh = -0.4; PRC2 inh = 4
`C[C@@H]1CN([C@H](C)CO)S(=O)(=O)c2ccc(-c3ccncc3)cc2O[C@@H]1CN(C)S(=O)(=O)c1ccccc1F` is entered as IDH1 mut inh = -0.3; PRC2 inh = -3

Following part.
Structure	IDH1 mut inh	PRC2 inh
C/C=C(/C)C(=O)O[C@@H]1Cc2c(ccc3ccc(=O)oc23)OC1(C)C	0.0	-12
CCCCC[C@H](O)/C=C/[C@H]1C=CC(=O)[C@@H]1CCCCCCC(=O)O	0.9	-2
CO[C@H]1CN(C)C(=O)c2cc(NC(=O)Nc3c(C)noc3C)ccc2OC[C@@H](C)N(CCC(F)(F)F)C[C@H]1C	-0.2	4
COc1ccc(S(=O)(=O)Nc2ccc3c(c2)C(=O)N([C@H](C)CO)C[C@@H](C)[C@@H](CN(C)C(=O)C2CCCCC2)OCCCC[C@H](C)O3)cc1	-14	.
C[C@@H]1CN([C@H](C)CO)C(=O)c2cc(NC(=O)CCN3CCOCC3)ccc2O[C@H]1CN(C)S(=O)(=O)c1ccc(Cl)cc1	.	-11
CO[C@@H]1CN(C)C(=O)c2cc(NS(=O)(=O)c3cccc(F)c3)ccc2OC[C@@H](C)NC[C@H]1C	0.2	-4
CC(C)NC(=O)N(C)C[C@@H]1Oc2ccc(NS(C)(=O)=O)cc2C(=O)N([C@@H](C)CO)C[C@H]1C	-1.1	11
Clc1cnccn1	-1.4	.
O=C(N[C@H]1CC[C@@H](CCNC(=O)C2CCC2)O[C@H]1CO)c1ccncc1	0.1	6
COc1ccc(NC(=O)Cc2ccccc2[N+](=O)[O-])cc1OC	-0.5	-10
C=CC[C@]1(C(=O)NCCN2CCOCC2)COC(c2ccc(OCCCO)cc2)=N1	.	-6
COc1ccc(C(=O)Nc2ccc3c(c2)C(=O)N(C)C[C@H](OC)[C@@H](C)CN(C)[C@H](C)CO3)cc1	0.1	-5
C[C@H]1CN([C@@H](C)CO)C(=O)CCCn2cc(nn2)CO[C@@H]1CN(C)S(=O)(=O)c1ccccc1F	-0.1	9
C[C@@H]1CN([C@@H](C)CO)C(=O)Cc2cc(NC(=O)NC3CCCCC3)ccc2O[C@H]1CN(C)Cc1ccc(C(F)(F)F)cc1	0.4	.
Cc1cccc(S(=O)(=O)N[C@H]2CC[C@@H](CCNC(=O)Nc3cc(F)ccc3F)O[C@@H]2CO)c1	0.1	5
Cc1ccc(S(=O)(=O)N[C@@H](Cc2ccccc2)C(=O)CCl)cc1	?	.
O=C(C[C@H]1CC[C@H](NC(=O)Nc2ccc3c(c2)OCO3)[C@@H](CO)O1)NCc1ccc2c(c1)OCO2	0.3	-3
C[C@@H]1CN([C@@H](C)CO)C(=O)c2cccc(NC(=O)Nc3ccc(C(F)(F)F)cc3)c2O[C@H]1CN(C)S(=O)(=O)c1ccc(Cl)cc1	0.6	.
CCCNC(=O)N(C)C[C@@H]1Oc2cc(C#Cc3ccccn3)ccc2S(=O)(=O)N([C@@H](C)CO)C[C@H]1C	2.3	.
Cc1ccccc1S(=O)(=O)N(C)C[C@H]1OCc2ccccc2-c2c(n(C)c3ccccc23)C(=O)N([C@@H](C)CO)C[C@H]1C	0.4	-47
COc1ccc(NC(=O)N(C)C[C@H]2Oc3ccc(NC(=O)c4ccncc4)cc3CC(=O)N([C@@H](C)CO)C[C@@H]2C)cc1	0.4	10
COCC(=O)N1C[C@H](C)[C@@H](OC)CN(C)C(=O)c2cc(NC(=O)c3ccc(OC)cc3)ccc2OC[C@H]1C	0.6	-3
CN(C)CC(=O)N[C@@H]1CC[C@@H](CCn2cc(CN(C)C)nn2)O[C@@H]1CO	0.0	1
Cc1ccc(C)c(OCCCC(C)(C)C(=O)O)c1	1.1	.
O=C1O[C@@H](c2ccccc2)[C@@H](c2ccccc2)N2[C@@H](c3ccc(O)cc3)[C@]3(C(=O)Nc4ccc(C#CC5(O)CCCCCC5)cc43)[C@@H](C(=O)NC[C@H](O)c3ccccc3)[C@H]12	0.0	-25
C[C@H]1CN([C@@H](C)CO)C(=O)c2cc(C#CC3(O)CCCC3)cnc2O[C@H]1CN(C)Cc1ccccn1	.	-1
C[C@@H]1CCCCO[C@@H](CN(C)C(=O)CCCN(C)C)[C@@H](C)CN([C@H](C)CO)C(=O)c2cc(NS(=O)(=O)c3ccc(F)cc3)ccc2O1	4.4	.
COc1ccc(-c2nnc(SCC(=O)c3ccc(F)cc3)n2-c2ccccc2)cc1OC	0.1	10
C[C@@H]1CN([C@@H](C)CO)S(=O)(=O)c2ccc(-c3ccc(F)cc3)cc2O[C@@H]1CN(C)C(=O)Nc1ccccc1F	3.0	1
CNC[C@H]1Oc2ccc(NC(=O)NC3CCCCC3)cc2CC(=O)N([C@@H](C)CO)C[C@@H]1C	0.1	2

These rows are one share of the data; count on the stated rates, not on these rows.
